M. tuberculosis – growth inhibition of non-replicating M. tuberculosis (AID 488890); Mycobacterium tuberculosis non-replicating, growth inhibition; higher % means a stronger effect; 0.39% of 320,000 active; inhibition, % at 25 µM, or IC50 in µM where a hit was titrated; in the data active = a potency from the dose series; inconclusive = inhibition mostly from about 82% at the one dose, without a potency; inactive = the rest, 99 in 100 with inhibition below about 76%;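 note: plate controls were DMSO cells for no effect and high antibiotic wells for full effect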
inhibitors of VEEV – inhibitors of VEEV TC-83 cytopathic effect, confirmation, Vero cells (AID 588727). Vero cells, VEEV TC-83 cytopathic effect inhibition; higher % means a stronger effect. inhibition, % at 20 µM, or IC50 in µM where a hit was titrated. 0.13% of 350,000 active; in the data active = a potency from the dose series; inconclusive = inhibition mostly from about 14% at the one dose, without a potency; inactive = the rest, 99 in 100 with inhibition below about 12%; note: strong numbers were not always called active
influenza NS1A – H1N1 influenza NS1A inhibitors, functional cell based assay (AID 504329). NS1A functional cell-based assay, percent inhibition; higher % means a stronger effect. inhibition, % at 12.5 µM, or IC50 in µM where a hit was titrated. 0.3% of 340,000 active; in the data active = a potency from the dose series; inconclusive = inhibition above about 27% without an active follow-up result; note: strong numbers were not always called active
PhoP GFP inhibition – Inhibition of PhoP regulon, Salmonella typhi GFP reporter cells, confirmation, 4 h (AID 1850). Salmonella Typhi PhoP-promoter GFP reporter, fluorescence, 4 h; higher % means a stronger effect. inhibition, % at 50 µM, or IC50 in µM where a hit was titrated. 0.33% of 310,000 active; in the data active = a potency from the dose series; inconclusive = inhibition mostly from about 25% at the one dose, without a potency; inactive = the rest, 99 in 100 with inhibition below about 19%;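 note: 0% = induced wells with vehicle and 100% = uninduced wells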
M. tuberculosis HTS – M. tuberculosis growth inhibition, HTS (AID 449762); M. tuberculosis H37Rv growth inhibition, 7H9 media; higher % means a stronger effect; inhibition, % at 25 µM, or IC50 in µM where a hit was titrated; 0.59% of 330,000 active; in the data active = a potency from the dose series; inconclusive = inhibition above about 70% without an active follow-up result;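 note: bacterial growth assessed after seven days of incubation; strong numbers were not always called active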
inhibitors of VEEV 10K pilot screen – second read-out of inhibitors of VEEV, no call of its own (marks repeat the call); inhibition, %; measured here: 10K pilot screen inhibition
The depositor's hits bear a star; i = inactive; ? = inconclusive; . = no result given.

SMILES | M. tuberculosis | inhibitors of VEEV | influenza NS1A | PhoP GFP inhibition | M. tuberculosis HTS | others
CCC(C(=O)OCC(=O)Nc1cc(Cl)ccc1Cl)c1ccccc1 (configuration not stated) | 61% | i | -9% | -7% | 2%
O=C(NCc1ccc2c(c1)OCO2)C1CCC(CNc2c(N3CCCCC3)c(=O)c2=O)CC1 (configuration not stated) | . | 0.5% | 3% | 3% | -4%
COc1ccccc1NS(=O)(=O)c1ccc2ccccc2c1 | 17% | 1.3% | -7% | -11% | 8%
O=C(c1cc2c(=O)n3ccccc3nc2s1)N1CCN(c2cccc(Cl)c2)CC1 | 70% | 3.1% | -3% | 3% | 6%
O=C(NCCc1ccc([N+](=O)[O-])cc1)c1ccccc1 | 3% | 3.9% | -4% | -1% | 4%
O=C(NCc1cccs1)C1CCN(S(=O)(=O)c2ccccc2F)CC1 | -2% | 0.2% | -19% | 14% | -5%
Cc1cc(C)c(S(=O)(=O)Nc2cccnc2)c(C)c1 | 5% | i | -8% | 26% | 6% | inhibitors of VEEV 10K pilot screen=1.5
COc1ccc(C(=O)NN)cc1COc1ccc(Br)cc1 | 34% | 0.8% | -4% | 5% | -8%
CCOc1ccccc1N1CC(C(=O)N(CC)CC(=O)Nc2ccc3c(c2)OCCO3)CC1=O (configuration not stated) | -9% | 1.2% | 10% | 4% | -6%
C#Cc1ccc([C@@H]2C=C(C(=O)NCc3ccccc3)O[C@H](OCC)[C@H]2CCCO)cc1 | 54% | 1.1% | 7% | 17% | 3%
O=C1C(C=NCc2cccnc2)=C(O)c2ccccc21 | . | 5.4% | 3% | . | .
COCCNC(=O)Nc1ccc2c(c1)N(C)C(=O)c1ccccc1S2 | 8% | 0.1% | -6% | 7% | -4%
O=S1(=O)CCN2N=C(C3CC3)SC2=N1 | 8% | i | -8% | 7% | 4%
O=C(O)c1ccc(CSc2nc3ccccc3[nH]2)cc1 | 1% | i | -2% | -8% | 4%
Cc1ccccc1/C=N/N=C1/NC(=O)CCS1 | -1% | 0.1% | -2% | -2% | -1%
CC(C)CNC(=S)NC1CC2CCCC(C1)N2Cc1ccco1 (configuration not stated) | 1% | i | -14% | -7% | -5%
O=C(CSc1nnnn1-c1ccccc1Cl)Nc1ccc2c(c1)OCCO2 | 14% | i | 9% | -7% | -1%
Cc1cc(S(=O)(=O)NCC2CCCO2)c(C)cc1Br (configuration not stated) | 73% | 0.1% | -28% | -1% | 6%
CCOC(=O)C1CCN(S(=O)(=O)c2ccc(OC)c(C(=O)N3CCCCC3)c2)CC1 | -9% | 1.2% | 0% | -7% | 13%
CCNC(=O)Cn1cc(C(F)(F)F)cc(Cl)c1=O | -10% | i | -13% | 3% | -8%
CCc1ccc(CNC(=O)C2CCCN(c3nnc(C)c4c(C)n(-c5ccccc5)nc34)C2)cc1 (configuration not stated) | ? | 4.4% | -11% | -2% | ?
CCN(CC)CCCNC(=O)CN1C(=O)CSc2ccc(S(=O)(=O)N3CCOCC3)cc21 | -28% | i | -12% | 3% | 4% | inhibitors of VEEV 10K pilot screen=0.0
COCCN(C(=O)CSCC(=O)Nc1cccc(C)c1)c1c(N)n(Cc2ccccc2)c(=O)[nH]c1=O | -1% | 4.2% | -8% | 5% | -4%
O=CNCc1nc2ccccc2n1CCCc1ccccc1 | 12% | i | -2% | -1% | 3%
CCOC(=O)C1=NOC(CNC(=O)C2=NOC(CNC(=O)c3c(-c4ccccc4Cl)noc3C)C2)C1 (configuration not stated) | -5% | i | -27% | 9% | -10%

For convenience, 6 of the compounds above:
SMILES | M. tuberculosis | inhibitors of VEEV | influenza NS1A | PhoP GFP inhibition | M. tuberculosis HTS | others
C#Cc1ccc([C@@H]2C=C(C(=O)NCc3ccccc3)O[C@H](OCC)[C@H]2CCCO)cc1 | 54% | 1.1% | 7% | 17% | 3%
O=C1C(C=NCc2cccnc2)=C(O)c2ccccc21 | . | 5.4% | 3% | . | .
COCCNC(=O)Nc1ccc2c(c1)N(C)C(=O)c1ccccc1S2 | 8% | 0.1% | -6% | 7% | -4%
O=S1(=O)CCN2N=C(C3CC3)SC2=N1 | 8% | i | -8% | 7% | 4%
O=C(O)c1ccc(CSc2nc3ccccc3[nH]2)cc1 | 1% | i | -2% | -8% | 4%
Cc1ccccc1/C=N/N=C1/NC(=O)CCS1 | -1% | 0.1% | -2% | -2% | -1%

New compounds follow:
SMILES | M. tuberculosis | inhibitors of VEEV | influenza NS1A | PhoP GFP inhibition | M. tuberculosis HTS | others
CC(C)C12CN3CC(C(C)C)(CN(C1)C3c1ccccc1O)C2=O (configuration not stated) | 21% | 4.0% | 7% | -16% | -9%
COc1ccccc1CNC(=O)CSc1n[nH]c(N)n1 | -12% | 1.8% | 3% | 0% | 19%
O=c1c2c([nH]c3ccc(Br)cc13)CCCC2 | 12% | 0.4% | -7% | 7% | 2%
COc1cccc(-c2cc(C(=O)NCC3CCCO3)c3cc(Br)cc(C)c3n2)c1 (configuration not stated) | -7% | 8.9% | -3% | -9% | -5%
Cc1ccc(C2(C)NC(=O)N(CC(=O)NNC(=O)c3ccoc3C)C2=O)cc1 (configuration not stated) | -4% | 1.6% | -9% | 2% | -1%
CC(C)Cc1cc(C(=O)NCCCN2CCOCC2)no1 | . | 1.4% | -11% | -10% | -13%
CC(C)CCSc1nnc(N)s1 | 30% | i | -21% | -1% | 15%
OCCCN1CCN(CCCOc2ccccc2-c2ccccc2)CC1 | 2% | i | 0% | -16% | -2%
O=C(NNC(=O)c1cc(F)c(F)cc1Cl)c1ccc(NS(=O)(=O)c2cccs2)cc1 | 16% | 5.1% | 0% | . | 3%
CC(=O)COc1ccc2c(-c3ccccc3)cc(=O)oc2c1C | -40% | 3.3% | -1% | -12% | -13%
CCN(CC)S(=O)(=O)c1cccc(C(=O)NNC(=O)C2=NN(c3ccccc3)C(=O)CC2)c1 | -2% | 1.4% | -3% | 9% | 68%
Cc1ccc(CNC(=O)CN2C(C)CCCC2C)cc1 (configuration not stated) | -5% | 2.0% | 1% | 2% | -7%
Cc1cc(C)n(-c2cc(N3CCN(C(=O)c4cccc(F)c4)CC3)ccc2[N+](=O)[O-])n1 | 28% | i | 6% | 1% | 0% | inhibitors of VEEV 10K pilot screen=1.2
O=C(Cc1ccccn1)Nc1ccccc1 | -1% | i | -9% | 11% | -9%
CCc1c(C)sc(NC(=O)c2cc(-c3ccc(O)cc3)on2)c1C#N | -20% | 0.1% | -3% | -3% | -3% | inhibitors of VEEV 10K pilot screen=0.6
CC(=O)NNC(=O)CCn1nnc(-c2ccc(Cl)cc2)n1 | -3% | 2.7% | 0% | 4% | 0%
Cc1ccc(S(=O)(=O)N2[C@@H](c3ccccc3F)C(C(=O)O)=CC[C@H]2c2cccc(C)c2)cc1 | 3% | 0.4% | 0% | -9% | -7%
CCOC(=O)C1CCN(C(=S)Nc2ccc(C)cc2)CC1 | 4% | i | -1% | 6% | 3%
CN(C)C(CNC(=O)c1ccc(OCc2cn3ccccc3n2)cc1)c1ccco1 (configuration not stated) | -3% | 1.4% | -4% | . | -3%
CC1CCCN(Cc2c(O)ccc3c(=O)c(-c4nc5ccccc5s4)c(N)oc23)C1 (configuration not stated) | ? | 1.1% | 12% | 2% | 9.7µM*
COc1ccc(NC(=O)CSc2ccc(-c3ccco3)nn2)c(OC)c1 | 47% | 3.7% | 0% | 2% | 2%
CCCCOC(=O)NC(NCC(O)c1ccccc1)(C(F)(F)F)C(F)(F)F (configuration not stated) | -1% | 0.2% | -5% | -12% | -1%
COC(=O)CC/C(O)=C1\C(=O)CC(C)(C)CC1=Nc1ccccc1OC | 14% | 2.6% | 0% | -1% | -2%
CCN(CC)c1ccc(/C=N\NC(=O)c2cccc3cc[nH]c23)cc1 | 55% | 13% | -28% | 10% | -6%
Cc1cc(C)c2c(=O)n(CC(=O)NCCCN3CCN(c4ccccc4F)CC3)sc2n1 | 29% | . | . | -2% | -2%
(cont.)
SMILES | M. tuberculosis | inhibitors of VEEV | influenza NS1A | PhoP GFP inhibition | M. tuberculosis HTS | others
Cc1nnc(SC(=O)N2c3ccccc3Sc3ccccc32)s1 | ? | 12% | -9% | -9% | 64%
Nc1nc(-c2ccccc2)c(-c2ccccc2)o1 | 12% | 5.2% | 9% | 1% | -1%
CCCCC(=O)Nc1nc(-c2ccc(S(=O)(=O)N3CCOCC3)cc2)cs1 | 13% | 5.5% | -2% | -3% | -7%
COCCCNc1nc2c(c(=O)[nH]c(=O)n2C)n1CC(O)COc1ccccc1 (configuration not stated) | 2% | 2.4% | 0% | -10% | -1%
COc1ccc2c(c1OC)C(=O)OC2N1C(=O)CC[C@H]1C(=O)NCC1CCCO1 (some centres not stated) | -19% | 0.2% | 1% | -14% | -11%
O=C(CNC(=O)c1ccccc1)OCC(=O)c1ccccc1Cl | 10% | 0.1% | -3% | -4% | -15%
Cc1cc(NC(=O)CSc2nnc(-c3ccc4c(c3)OCCO4)o2)no1 | ? | 0.2% | -1% | -6% | ?
O=C(COc1ccc([N+](=O)[O-])cc1)NCc1ccncc1 | -7% | 3.0% | . | 9% | -5%
COC(=O)c1cc(CSc2ncnc3sccc23)oc1C | 19% | 1.6% | 0% | 10% | 4%
Cc1ccc(C)c(NC(=S)Nc2ccc(S(=O)(=O)Nc3ncccn3)cc2)c1 | 59% | 1.1% | 3% | -3% | -1%
O=S(=O)(c1ccc2c(c1)OCCO2)N1CCN(S(=O)(=O)c2ccco2)CC1 | . | 3.2% | -12% | . | 2%
CC(=O)N[C@@H](Cc1c[nH]c2ccccc12)C(=O)OCC(=O)Nc1ccc(Cl)c(S(=O)(=O)N(C)C)c1 | 8% | i | -4% | -27% | 6%
CN(C(=O)c1ccno1)c1nnc(-c2ccccn2)s1 | . | 2.1% | -16% | -15% | -7%
c1ccc(-c2csc(N3CCSCC3)n2)cc1 | 4% | 2.7% | -9% | 1% | 3%
COc1ccc([C@H]2CC(=O)C=C(c3ccc4c5c(cccc35)CC4)C2)cc1 | -5% | i | 9% | . | 11µM*
CCOC(=O)C1CCN(CC(=O)Nc2ccc(OC)c(Cl)c2)CC1 | -5% | i | -4% | 19% | -14%
COc1cc(C(=O)Nc2cccc(NC(=O)c3ccccc3)c2)cc(OC)c1OC | 24% | 9.3% | -1% | -5% | -1%
Cc1ccc2[nH]c(C(=O)O)c(NC(=O)c3ccccc3[N+](=O)[O-])c2c1 | -5% | i | -1% | -14% | -4%
COc1ccc(C(=O)CSc2nc3nc(C)cc(C)n3n2)cc1OC | -13% | i | -8% | 2% | 2%
CC(=O)Nc1ccc(/C=N/Nc2ccc(C(=O)c3c(C)cc4ccccn34)cc2[N+](=O)[O-])cc1 | 1% | i | -10% | 20% | 17%
Cc1cccc(N2CCN(C(=O)c3cc(C)oc3C)CC2C)c1 (configuration not stated) | 23% | 0.4% | -5% | -4% | 11%
COc1ccc(NC(=O)N2CCCC2)cc1OC | -4% | i | -1% | 6% | -13%
Cc1onc(-c2ccccc2)c1C(=O)Nc1cccc(OC(C)C)c1 | 9% | 0.1% | 9% | 1% | -5%
Cc1cc(Cl)ccc1N=C1N=C(N)c2ccccc21 | 24% | 0.7% | -1% | -13% | 3%
O=C(c1cncc(Br)c1)N1CCN(c2ccc(N3CCOCC3)nn2)CC1 | -2% | 1.5% | 25% | 1% | -2%
Additional compounds follow.
SMILES | M. tuberculosis | inhibitors of VEEV | influenza NS1A | PhoP GFP inhibition | M. tuberculosis HTS | others
Cn1c(-c2nonc2N)nc2ccccc21 | -12% | 0.4% | -6% | 0% | 0%
CCOC(=O)C(C)NC(=O)Cn1ncc2c(=O)oc3ccc(C)cc3c21 (configuration not stated) | 5% | 1.3% | -6% | -3% | 2%
CN(C)C(=O)c1cn(-c2ccccc2)nc1-c1cccc([N+](=O)[O-])c1 | 7% | 9.0% | -6% | 3% | 22%
COc1ccc(CC(=O)N2CCc3cc(OC)c(OC)cc3C2O)cc1OC (configuration not stated) | -16% | 0.2% | -7% | 4% | -3%
CC(=O)c1ccc(N=Nc2ccc(N)cc2)cc1 | 37% | 2.3% | -2% | 2% | -9%
COc1ccc(Cn2c(C)c(C)c(C#N)c2NC(=O)Nc2cccc(Cl)c2)cc1 | -9% | 0.3% | 3% | -4% | -5%
Cc1nc2c(s1)sc1ccccc12 | 5% | 0.3% | 15% | 1% | 4%

Ordered by count of non-hydrogen atoms (lowest first): 3 of the compounds above
SMILES | M. tuberculosis | inhibitors of VEEV | influenza NS1A | PhoP GFP inhibition | M. tuberculosis HTS | others
Cc1nc2c(s1)sc1ccccc12 | 5% | 0.3% | 15% | 1% | 4%
COc1ccc(CC(=O)N2CCc3cc(OC)c(OC)cc3C2O)cc1OC (configuration not stated) | -16% | 0.2% | -7% | 4% | -3%
COc1ccc(Cn2c(C)c(C)c(C#N)c2NC(=O)Nc2cccc(Cl)c2)cc1 | -9% | 0.3% | 3% | -4% | -5%

From PubChem BioAssay
